Pol eta inh: DNA polymerase eta (human) inhibition. Q9Y253. recombinant Pol eta, fluorescent DNA replication assay. Potency, µM (doses to about 114 µM), without a hit: at the highest dose activity change, negative = inhibition, hits mostly inhibitors. 390,000 tested, 1.2% active; note: potency is the fitted concentration of half-maximal effect; % is set by controls: 0 for no effect and ±100 for the full control effect
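Pol eta at 10 nM preincubated with compounds 15 min at room temperature; reaction started with fluorescent substrate (50 nM final) and read kinetically at 0 and 10 min.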
ALOX12 inh: inhibitors of human 12S-lipoxygenase ALOX12. purified 12hLO, xylenol orange hydroperoxide absorbance. 580,000 tested, 1.1% active. AID 1671190. Potency, µM (doses to about 108 µM), for the others: at the highest dose activity change, negative = inhibition, most hits filed as inhibitors; note: potency is the fitted concentration of half-maximal effect; % is set by controls: 0 for no effect and ±100 for the full control effect
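Hydroperoxide product was detected by ferrous iron/xylenol orange as the 573 to 405 nm absorbance ratio. Arachidonic acid at 40 uM (final) was turned over for 30 min at room temperature by 150 nM human 12hLO, pH 7.0 Hepes buffer, after 15 min compound preincubation.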
RGS4 inhibitor: inhibitors of human regulator of G protein signaling 4; Transcreener GDP fluorescence polarization, RGS4-accelerated GTP hydrolysis; Potency, µM (series often up to 114 µM), for the others: at the top dose activity change, negative = inhibition, actives largely listed as inhibitors; 390,000 tested, 0.039% active; AID 504845; note: potency is the fitted concentration of half-maximal effect; % is set by controls: 0 for no effect and ±100 for the full control effect; nearly all actives have a fitted effect of over 75% in size; some results filed as inactive show a strong effect at the top dose
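MLSMR compounds (23 nl, pin-transferred) preincubated 10 min at room temperature with a 500nM (2x) first reagent, then RGS4 at 900nM (2x) plus Transcreener GDP mix added; fluorescence polarization (620/688 nm) read before and after 90 min at 30 °C.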
POLB inh: inhibitors of human DNA polymerase beta; P06746; Pol beta primer extension/strand displacement, fluorescence kinetic; Potency, µM (highest dose often 114 µM), without a hit: at the highest dose activity change, negative = inhibition, hits mostly inhibitors; 340,000 tested, 1.3% active; AID 485314; note: potency is the fitted concentration of half-maximal effect; % is set by controls: 0 for no effect and ±100 for the full control effect
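10 nM enzyme + cpd, 15 min RT; start with substrate 50 nM final; read 0 min and after 10 min RT. Corrected, normalized data; 4-parameter Hill curve fit.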
POLK inh: inhibitors of human DNA polymerase kappa; Q9UBT6; purified Pol kappa, fluorescent DNA synthesis assay, 10 min; Potency, µM (series often up to 107 µM), for inactives: at the top dose activity, negative = inhibition, hits mostly inhibitors; AID 588579; 400,000 tested, 0.53% active; note: potency is the fitted concentration of half-maximal effect; % is set by controls: 0 for no effect and ±100 for the full control effect
Target sequence (Q9UBT6 whole entry, looked up): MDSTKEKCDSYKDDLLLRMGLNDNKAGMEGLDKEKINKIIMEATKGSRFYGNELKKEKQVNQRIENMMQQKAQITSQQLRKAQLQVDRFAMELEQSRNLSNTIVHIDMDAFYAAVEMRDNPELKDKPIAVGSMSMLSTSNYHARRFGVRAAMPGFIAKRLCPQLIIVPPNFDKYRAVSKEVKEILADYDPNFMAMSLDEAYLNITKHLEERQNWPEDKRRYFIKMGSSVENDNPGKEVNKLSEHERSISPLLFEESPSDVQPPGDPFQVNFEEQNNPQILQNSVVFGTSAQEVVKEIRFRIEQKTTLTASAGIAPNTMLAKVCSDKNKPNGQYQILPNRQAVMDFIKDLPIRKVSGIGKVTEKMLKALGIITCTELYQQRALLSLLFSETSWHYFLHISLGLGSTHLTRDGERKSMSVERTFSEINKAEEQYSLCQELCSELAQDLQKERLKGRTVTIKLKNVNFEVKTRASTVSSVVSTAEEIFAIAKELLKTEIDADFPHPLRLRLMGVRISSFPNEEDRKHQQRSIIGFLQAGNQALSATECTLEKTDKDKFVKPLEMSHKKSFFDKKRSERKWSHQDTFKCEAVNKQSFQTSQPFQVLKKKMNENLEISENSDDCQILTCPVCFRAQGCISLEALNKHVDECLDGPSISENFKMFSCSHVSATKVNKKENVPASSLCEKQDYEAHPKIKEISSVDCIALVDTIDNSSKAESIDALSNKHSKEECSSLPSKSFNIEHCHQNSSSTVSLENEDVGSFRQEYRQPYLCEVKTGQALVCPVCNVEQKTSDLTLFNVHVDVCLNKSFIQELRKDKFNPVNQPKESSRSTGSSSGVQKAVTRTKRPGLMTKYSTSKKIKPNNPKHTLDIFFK
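Fluorescent qHTS in 1536-well format: enzyme (10 nM) and compound sat 15 min at room temperature before 50 nM substrate (final) was added. Signal taken at 0 and 10 min; no-enzyme buffer wells were negative controls.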
LDHA inh: LDHA (human) enzyme inhibition. activity change, % (values are at about 110 or 230 µM). 480,000 tested, 0.15% active. purified LDHA, NADH/diaphorase-resazurin fluorescence; hits give low values. P00338; in the data active = activity change below about -30%; inconclusive = mostly about -25% to -30%;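 note: plate controls were DMSO wells for no effect and wells without enzyme for full effect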
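LDH5 2 nM; NADH 0.06 mM, pyruvate 0.2 mM; 200 mM Tris pH 7.4, EDTA, Tween-20; 5 min RT. Detection: diaphorase 0.133 mg/mL + resazurin 37 µM, fluorescence ex540/em590 at 0 and 20 min; normalized to enzyme-free and DMSO wells.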
APE1 inh: blocks human APE1 abasic DNA cleavage; recombinant APE1, TAMRA/BHQ-2 abasic DNA cleavage fluorescence; Potency, µM (highest dose often 65.8 µM), for the others: at the top dose activity change, negative = inhibition, usual class: inhibitors; 350,000 tested, 0.35% active; AID 2517;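 note: potency is the fitted concentration of half-maximal effect; plate controls were vehicle for no effect and reference inhibitor for full effect; nearly all actives have a fitted effect of over 55% in size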
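Activity was derived from the fluorescence gain between first and third kinetic reads (60 s intervals, ex 525/em 598 nm) after 50 nM THF-abasic TAMRA/BHQ-2 duplex was added to 0.75 nM APE1 preincubated 15 min with compound.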
ERG Ets-DNA blk: ERG Ets/DNA interaction inhibition | 370,000 tested, 0.028% active | fluorescence polarization, His-ERG Ets domain / labelled DNA | AID 624246 | P11308 | Potency, µM (series often up to 76.9 µM), for inactives: at the highest dose FP activity, negative = inhibition, most hits filed as inhibitors; active = well fitted inhibition curve with a large enough effect in the polarisation, with a control signal flat; inconclusive = small, poorly fitted or top-dose-only effect, or effect the other way, or a change in a side signal; inactive = no such curve, though single readings can be large or run the other way; the % refers to the polarisation;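 note: polarization taken with two DNA probes labelled with fluorescein and Texas red; potency is the fitted concentration of half-maximal effect; % of control where 0% means no effect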
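His-tagged ERG Ets domain (1 uM in the protein solution; 300mM KCl, 50mM Tris-HCl, 1mM EDTA, 1mM DTT, pH 7.5) received compound, then a probe mix of 5 nM fluorescein-DNA and 100nM Texas-615-DNA. Fluorescence polarization was read for both dyes.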
Anesthetic bind: binds horse apoferritin like a general anesthetic. P02791. apoferritin/1-aminoanthracene competitive binding, fluorescence. Potency, µM (series often up to 77.5 µM), without a hit: at the highest dose activity change, negative = displacement, usual class: inhibitors. 350,000 tested, 0.074% active; note: potency is the fitted concentration of half-maximal effect; % is set by controls: 0 for no effect and ±100 for the full control effect; nearly all actives have a fitted effect of over 20% in size
Target sequence (P02791 2-175 limits assumed): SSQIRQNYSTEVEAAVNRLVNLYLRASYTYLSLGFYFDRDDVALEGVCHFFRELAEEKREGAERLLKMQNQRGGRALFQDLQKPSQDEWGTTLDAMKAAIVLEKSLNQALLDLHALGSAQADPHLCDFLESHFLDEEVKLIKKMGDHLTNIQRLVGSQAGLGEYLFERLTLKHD
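Apoferritin-based anesthetic binding model; compound displacement of fluorescent 1-AMA measured as endpoint fluorescence after 10 minutes at room temperature, scaled to free-ligand and complex controls.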
* = called active by the depositor; & = joins results of further samples; [ ] = another dose, or the depositor's remark. Unless noted, calls come from the whole dose curve; as a rule, active = well fitted curve in the direction sought with a large enough effect; inconclusive = small, poorly fitted or top-dose-only effect, or another doubt; inactive = no such curve, though single readings can be large; an effect the other way counts as inactive or inconclusive. Some of the compounds tested; count on the stated rates, not on these rows.

Results for Cc1cccc(NC(=O)CSc2ccc(-c3ccc4c(c3)OCO4)nn2)c1C ?
Pol eta inh: -16%; ALOX12 inh: -20%; RGS4 inhibitor: -14%; POLB inh: 31%; POLK inh: -13%; LDHA inh: -2; APE1 inh: 0%; ERG Ets-DNA blk: 4%; Anesthetic bind: -8%

What do the screens show for `Cc1ccc(-n2c3c(cc(C(=O)NC4CCSC4=O)c2=O)C(=O)CCC3)cc1` (centres undefined)?
Pol eta inh: 12%; ALOX12 inh: 0%; RGS4 inhibitor: 21%; POLB inh: 3%; POLK inh: -2%; LDHA inh: 5; APE1 inh: -1%; ERG Ets-DNA blk: -5%; Anesthetic bind: -6%

What do the screens show for `O=C(Oc1c(Cl)cc(Cl)c2cccnc12)c1cccs1`?
Pol eta inh: -8%; ALOX12 inh: inconclusive; RGS4 inhibitor: -18%; POLB inh: 3%; POLK inh: -7%; LDHA inh: 10; APE1 inh: 2%; ERG Ets-DNA blk: -6%; Anesthetic bind: inconclusive

What do the screens show for `CCC(=O)N=c1sc2cc([N+](=O)[O-])ccc2n1CCOC`?
Pol eta inh: -13%; ALOX12 inh: -25%; RGS4 inhibitor: 5%; POLB inh: 21%; POLK inh: -8%; LDHA inh: 2; APE1 inh: 8%; ERG Ets-DNA blk: -4%; Anesthetic bind: 10%

How did Fc1ccc(NC(=S)NCCN2CCOCC2)c(F)c1F do in these assays?
Pol eta inh: -20%; ALOX12 inh: -22%; RGS4 inhibitor: -50%; POLB inh: 40%; POLK inh: -16%; LDHA inh: -6; APE1 inh: -5%; ERG Ets-DNA blk: -6%; Anesthetic bind: -2%

What do the screens show for `CCOC(=O)CNC(=O)c1c(C)nn(-c2ccccc2)c1Cl`?
Pol eta inh: -17%; ALOX12 inh: 0%; RGS4 inhibitor: -7%; POLB inh: 2%; POLK inh: 11%; LDHA inh: 0; APE1 inh: -2%; ERG Ets-DNA blk: 7%; Anesthetic bind: -2%

Results for N#C/C(=C\c1ccc(Cl)cc1)c1nc2ccccc2o1 ?
Pol eta inh: -8%; ALOX12 inh: 2%; RGS4 inhibitor: inconclusive; POLB inh: 2%; POLK inh: -7%; LDHA inh: -1; APE1 inh: -3%; ERG Ets-DNA blk: -1%; Anesthetic bind: -15%

How did CC(C(=O)Nc1ccc2c(c1)OCO2)N(c1ccc(Cl)cc1)S(C)(=O)=O (centres undefined) do in these assays?
Pol eta inh: -16%; ALOX12 inh: -16%; RGS4 inhibitor: -16%; POLB inh: 0%; POLK inh: 2%; LDHA inh: 3; APE1 inh: -6%; ERG Ets-DNA blk: 1%; Anesthetic bind: -11%

How did CCN(CC)N=Nc1cccc(NC(C)=O)c1 do in these assays?
Pol eta inh: -10%; ALOX12 inh: -13%; RGS4 inhibitor: 23%; POLB inh: 11%; POLK inh: inconclusive; LDHA inh: -1; APE1 inh: 20%; ERG Ets-DNA blk: -23%; Anesthetic bind: -6%

Results for C=CC[C@H](CC(=O)N[C@H](CO)Cc1ccccc1)C(=O)N[C@@H](COC(=O)[C@H](CC=C)CC(=O)OC(C)(C)C)Cc1c[nH]c2ccccc12 ?
Pol eta inh: -18%; ALOX12 inh: -2%; RGS4 inhibitor: -16%; POLK inh: -6%; LDHA inh: 1; APE1 inh: -33%; ERG Ets-DNA blk: 9%

Results for Cc1ccc2[nH]c(C(=O)N/N=C/c3ccccc3O)c(C)c2c1 ?
Pol eta inh: 9%; ALOX12 inh: 18%; RGS4 inhibitor: 11%; POLB inh: 70%; POLK inh: 1%; LDHA inh: -4; APE1 inh: inconclusive; ERG Ets-DNA blk: -6%; Anesthetic bind: -1%

How did Cn1c(/C=N/NC(=O)c2ccccc2)nc2ccccc21 do in these assays?
Pol eta inh: -10%; ALOX12 inh: -3%[57.4 µM]; RGS4 inhibitor: -6%; POLB inh: inconclusive; POLK inh: -9%; LDHA inh: 1; APE1 inh: -4%; Anesthetic bind: -19%

Results for O=C(O)c1cc(NN=C2CCN(Cc3ccccc3)CC2)ccc1Cl ?
Pol eta inh: -13%; ALOX12 inh: -10%; RGS4 inhibitor: 3%; POLB inh: -21%; POLK inh: -44%; LDHA inh: 0; APE1 inh: -4%; ERG Ets-DNA blk: 3%; Anesthetic bind: 5%

How did NC(=O)c1c(NC(=S)Nc2ccccc2)sc2c1CCCC2 do in these assays?
Pol eta inh: 6%; ALOX12 inh: 35µM*; RGS4 inhibitor: inconclusive; POLB inh: 3%; POLK inh: -24%; LDHA inh: -2; APE1 inh: 1%; ERG Ets-DNA blk: -9%; Anesthetic bind: inconclusive

What do the screens show for `CN1C[C@@H]2C(c3ccccc3)C3(c4ccc(C#N)cc4)CC2(C3)[C@H]1c1ccccc1` (some centres undefined)?
Pol eta inh: -10%; ALOX12 inh: -5%; RGS4 inhibitor: 10%; POLB inh: -11%; POLK inh: -9%; LDHA inh: -7; APE1 inh: -9%&3%; ERG Ets-DNA blk: -11%; Anesthetic bind: -2%&3%

Results for C#CCNC(=O)C1=C[C@@H](c2cn(C(C)=O)c3ccccc23)C[C@@H](OCc2ccc(CO)cc2)O1 ?
Pol eta inh: -5%; ALOX12 inh: 8%; RGS4 inhibitor: -4%; POLB inh: 0%; POLK inh: -4%; LDHA inh: 6; APE1 inh: -5%; ERG Ets-DNA blk: 0%; Anesthetic bind: -3%

Results for O=c1[nH]cnc2onc(-c3ccc(F)cc3)c12 ?
Pol eta inh: -15%; ALOX12 inh: 0%; RGS4 inhibitor: 5%; POLB inh: 0%; POLK inh: 1%; LDHA inh: -11; APE1 inh: -4%; ERG Ets-DNA blk: 0%; Anesthetic bind: -6%

Results for Cn1nnnc1SCc1cccc2ccccc12 ?
Pol eta inh: -23%; ALOX12 inh: 16%; RGS4 inhibitor: -11%; POLB inh: 4%; POLK inh: -1%; LDHA inh: 0; APE1 inh: 14%; ERG Ets-DNA blk: 6%; Anesthetic bind: -13%

What do the screens show for `O=C(NC(NC(=S)Nc1c(Cl)cc(Cl)cc1Cl)C(Cl)(Cl)Cl)OCc1ccccc1` (centres undefined)?
Pol eta inh: -15%; ALOX12 inh: -10%; RGS4 inhibitor: -13%; POLB inh: 9%; POLK inh: -1%; LDHA inh: -7; APE1 inh: -2%; Anesthetic bind: 8%

How did CC(=O)Nc1ccc(Nc2cc(C)nc3c(-c4ccccc4)c(C)nn23)cc1 do in these assays?
Pol eta inh: -4%; ALOX12 inh: -11%; RGS4 inhibitor: -18%; POLB inh: 1%; POLK inh: -1%; LDHA inh: -2; APE1 inh: -4%; ERG Ets-DNA blk: 10%; Anesthetic bind: 24%

How did COc1ccc(C2=Nn3c(nnc3C(F)(F)F)SC2)cc1 do in these assays?
Pol eta inh: 1%; ALOX12 inh: 0%; RGS4 inhibitor: 13%; POLB inh: 7%; POLK inh: 0%; LDHA inh: -9; APE1 inh: 15%; ERG Ets-DNA blk: -12%; Anesthetic bind: 2%

Results for CCC(C)c1ccc(NC(=O)COC(=O)C2CCCC2)cc1 (centres undefined) ?
Pol eta inh: inconclusive; ALOX12 inh: -1%&4%; RGS4 inhibitor: -15%; POLK inh: -18%; LDHA inh: -7&-3; APE1 inh: -1%; ERG Ets-DNA blk: -2%

Results for CCC(C)[C@H](NC(=O)NCc1ccc(Cl)cc1)C(=O)OC (some centres undefined) ?
Pol eta inh: -6%; ALOX12 inh: 0%; RGS4 inhibitor: 0%; POLB inh: -2%; POLK inh: -6%; LDHA inh: 1; APE1 inh: -3%; ERG Ets-DNA blk: 1%; Anesthetic bind: -13%

How did CCCOC(=O)c1cc(-c2ccc(C=O)o2)ccc1Cl do in these assays?
Pol eta inh: -11%; ALOX12 inh: -21%; RGS4 inhibitor: -14%; POLB inh: 23%; POLK inh: -3%; LDHA inh: 1; APE1 inh: 13%; ERG Ets-DNA blk: 2%; Anesthetic bind: 0%

Results for CC(=O)Nc1ccc(NS(=O)(=O)c2ccc3c(c2)NC(=O)CC(=O)N3)cc1 ?
Pol eta inh: 7%; ALOX12 inh: -7%; RGS4 inhibitor: 30%[11.4 µM]; POLB inh: 3%; POLK inh: -10%; LDHA inh: -4; APE1 inh: 30%; ERG Ets-DNA blk: 3%; Anesthetic bind: 0%

A portion of the results above, as a working copy:
How did CCCOC(=O)c1cc(-c2ccc(C=O)o2)ccc1Cl do in these assays?
Pol eta inh: -11%; ALOX12 inh: -21%; RGS4 inhibitor: -14%; POLB inh: 23%; POLK inh: -3%; LDHA inh: 1; APE1 inh: 13%; ERG Ets-DNA blk: 2%; Anesthetic bind: 0%

Results for CC(=O)Nc1ccc(NS(=O)(=O)c2ccc3c(c2)NC(=O)CC(=O)N3)cc1 ?
Pol eta inh: 7%; ALOX12 inh: -7%; RGS4 inhibitor: 30%[11.4 µM]; POLB inh: 3%; POLK inh: -10%; LDHA inh: -4; APE1 inh: 30%; ERG Ets-DNA blk: 3%; Anesthetic bind: 0%
